UPR XBP1 act = activators of adaptive XBP1 UPR arm, primary screen, cell-based, CHO-XBP1 luciferase reporter, luminescence, uHTS; activation, % at 20 µM; hit rate 0.33% among 330,000; IRE1-XBP1 UPR activation; percent of tunicamycin response, DMSO as zero;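 active means versus positive control, 20 µM dose yields 30% or more activation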;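 further: 100% = tunicamycin at 10 µg/mL and 0% = DMSO only wells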
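Material: CHO cell line with stable XBP1 luciferase reporter; schedule: 16-18 h cell attachment at 37 °C, then 6 h compound exposure; signal: glow luminescence from Steady-Glo reagent; medium: serum-containing F12 medium, 10% FBS; benchmarks: tunicamycin 10 µg/mL and vehicle-only wells; read-out: percent activation relative to tunicamycin reference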
Mdm2 MdmX PPI = inhibitors of human Mdm2-MdmX association, primary screen, cell-based, luminescence, split luciferase, SaOS-2, uHTS | Protein Mdm4 (Homo sapiens) + E3 ubiquitin-protein ligase Mdm2 (Homo sapiens), … | SaOS-2 split-luciferase Mdm2/MdmX complementation | inhibition, % at 8 µM | hit rate 3% among 330,000 | AID 485346, 2010;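 active means inhibition of at least 50% at 8 µM in the primary screen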
Target sequence (O15151 whole entry, looked up): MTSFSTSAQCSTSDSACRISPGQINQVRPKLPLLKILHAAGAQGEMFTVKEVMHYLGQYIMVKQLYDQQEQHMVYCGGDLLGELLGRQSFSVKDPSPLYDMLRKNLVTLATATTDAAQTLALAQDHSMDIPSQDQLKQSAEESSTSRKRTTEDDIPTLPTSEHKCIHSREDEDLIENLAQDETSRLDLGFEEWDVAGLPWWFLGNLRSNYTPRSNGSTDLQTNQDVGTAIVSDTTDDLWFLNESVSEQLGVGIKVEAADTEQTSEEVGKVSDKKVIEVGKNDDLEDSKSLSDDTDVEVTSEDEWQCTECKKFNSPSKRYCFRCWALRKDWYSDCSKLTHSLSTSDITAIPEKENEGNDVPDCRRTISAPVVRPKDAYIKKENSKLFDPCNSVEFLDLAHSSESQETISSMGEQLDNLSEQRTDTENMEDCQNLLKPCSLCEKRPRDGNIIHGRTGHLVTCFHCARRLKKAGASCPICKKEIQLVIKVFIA
Target sequence (Q00987 whole entry, looked up): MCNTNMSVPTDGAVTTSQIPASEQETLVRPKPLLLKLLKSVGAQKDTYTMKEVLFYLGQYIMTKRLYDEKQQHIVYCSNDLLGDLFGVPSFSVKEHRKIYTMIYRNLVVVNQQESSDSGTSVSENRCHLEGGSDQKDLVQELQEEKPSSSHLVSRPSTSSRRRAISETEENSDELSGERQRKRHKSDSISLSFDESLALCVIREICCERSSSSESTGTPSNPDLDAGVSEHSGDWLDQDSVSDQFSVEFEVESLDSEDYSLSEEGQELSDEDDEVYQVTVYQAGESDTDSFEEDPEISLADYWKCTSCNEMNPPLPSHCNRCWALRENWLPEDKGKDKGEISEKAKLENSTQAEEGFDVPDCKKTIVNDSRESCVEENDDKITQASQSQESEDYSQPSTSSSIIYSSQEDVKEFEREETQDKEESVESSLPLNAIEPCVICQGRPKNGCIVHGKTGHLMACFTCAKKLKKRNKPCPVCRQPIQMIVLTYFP
697 NFkB inh = inhibitors of PMA/ionomycin-induced NF-kB reporter, 697 cells, primary screen, B-cell NF-kB inhibitor project, cell-based, luminescence, uHTS; 697 B-cell NF-kB luciferase reporter, 16 h; hit rate 0.33% among 330,000; inhibition, % at 4 µM; in the data active means inhibition above about 35%
tim23-1 inh = growth inhibitors of tim23-1 mutant yeast, primary screen, luminescence, uHTS | hit rate 1.3% among 330,000 | inhibition, % at 20 µM | S. cerevisiae tim23-1 growth, BacTiter-Glo luminescence, 24 h;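 active means growth inhibition of the mutant yeast at or above 50%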;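 further: temperature-sensitive mutant grown at 25 °C; plate controls were DMSO-treated mutant yeast for no effect and medium wells lacking yeast for full effect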
tim10-1 inh = growth inhibitors of tim10-1 mutant yeast, primary screen, luminescence, uHTS. S. cerevisiae tim10-1 ts strain growth, BacTiter-Glo, 24 h. hit rate 2.2% among 330,000. inhibition, % at 20 µM;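 active means inhibition of at least 40%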;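 further: mutant grown at 25 °C; 0% = DMSO wells with yeast and 100% = wells holding no yeast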
CHOP UPR activ = activators of apoptotic CHOP UPR arm, primary screen, cell-based, CHO-CHOP luciferase reporter, luminescence, uHTS. UPR activation; percent of tunicamycin response over DMSO baseline. activation, % at 10 µM. hit rate 0.34% among 330,000. AID 449763, 2010;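 active means at 10 µM dose, activation of 40% or more, normalized to positive control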;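 further: 100% = tunicamycin at 10 µg/mL and 0% = DMSO alone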
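System: CHO-CHOP luciferase reporter cell line; amount: 500 cells/well; buffer or medium: F12 medium containing 10% fetal bovine serum; incubation: 6 h compound exposure at 37 °C after overnight seeding; measured by: luciferase luminescence after 10 min with Steady-Glo reagent; evaluation: % reporter activation, DMSO baseline versus tunicamycin full activation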
TIM10 inh = growth inhibitors of isogenic TIM10 control yeast, primary screen, counter-screen for tim10-1 yeast inhibitor project, luminescence, uHTS | S. cerevisiae TIM10 strain growth, BacTiter-Glo luminescence, 24 h | inhibition, % at 10 µM | hit rate 1.4% among 330,000 | AID 463195, 2010;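 active means inhibition of 40% or more at the single tested concentration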;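 further: wild-type TIM10 isogenic control strain grown at permissive 25 °C; 0% = DMSO yeast wells and 100% = minimal medium wells without yeast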
Jurkat NFkB inh = inhibitors of induced NF-kB luciferase reporter, primary screen, TCR NF-kB activation inhibitor project, cell-based, luminescence, uHTS | hit rate 0.53% among 330,000 | Jurkat, PMA/ionomycin-induced NF-kB luciferase reporter | inhibition, % at 4 µM; in the data active means inhibition above about 50%
Starred values were filed as active, the others as inactive.

SMILES	UPR XBP1 act	Mdm2 MdmX PPI	697 NFkB inh	tim23-1 inh	tim10-1 inh	CHOP UPR activ	TIM10 inh	Jurkat NFkB inh
COc1ccc(C(=O)O)cc1S(=O)(=O)N1CCN(c2ccccn2)CC1	-2	-8	2	13	15	-0.3	-18	-4
O=C(O)C1CCCCC1C(=O)NCCc1ccncc1 (centres undefined)	-3	11	18	13	3	0.2	8	21
CSC(=S)N/N=C/c1ccccc1	3	15	-8	35	33	1.5	1	-4
Cc1ccc(-c2nnn(CC(=O)N(c3ccccc3F)C(C(=O)NCC3CCCO3)c3c[nH]c4ccccc34)n2)cc1 (centres undefined)	-2	-3	-5	11	27	2.9	8	-1
CCc1ccc(N2CC(C(=O)OCC(=O)Nc3ccccc3C)CC2=O)cc1 (centres undefined)	-2	11	15	20	23	-1.4	14	-20
O=C(CSC(=S)N1CCOCC1)Nc1ncc2c(n1)CC(c1ccco1)CC2=O (centres undefined)	-2	37	8	6	0	-1.0	10	0
CCN1C(=O)N(C)[C@@H](c2ccccc2)C(C(=O)OC)=C1C	-3	-28	-7	6	-2	0.2	2	-10
Clc1ccc2c(c1)[C@H]1OCC[C@H]1[C@@H](c1ccco1)N2	-1	9	18	25	24	2.0	-11	-5
CN1CCN(C(=O)C2=C[C@H](c3csc4ccccc34)C[C@H](OCc3ccc(CO)cc3)O2)CC1	5	-6	19	11	2	1.9	13	17
CC(C)C[C@H](NC(=O)OC(C)(C)C)C(=O)N[C@@H](CO)[C@H](O)[C@@H]1C[C@@H]1C(=O)NC1CC1	-2	-20	15	16	5	-0.3	1	4
COc1ccccc1-c1cc(C(=O)Nc2cc(C)on2)no1	-1	-2	3	-7	1	4.9	-13	6
Cc1onc(-c2c(F)cccc2Cl)c1C(=O)NC1=NCCS1	3	-9	19	-3	8	-0.3	-21	-10
O=C(CNC(=O)c1ccco1)N=Nc1c(O)n(CCc2ccccc2)c2ccccc12	12	62*	3	26	0	0.4	22	67*
CCOC(=O)c1[nH]c(C)c(C(=O)Nc2ccc(F)cc2)c1C	-2	-8	14	3	10	-0.2	6	-7
O=C(O)c1[nH]c2ccccc2c1-c1ccccc1	-2	18	-24	2	15	0.1	-9	-6
O=C(Nc1cc2c(=O)n(-c3ccc(Oc4ccccc4)cc3)ccc2oc1=O)c1ccccc1	8	11	-3	12	21	7.2	-16	-4
CC(CNC(=O)Cn1ccc(NC(=O)OCc2ccccc2)nc1=O)c1ccccc1 (centres undefined)	-3	13	13	1	-7	-2.0	5	-1
O=c1[nH]c(=S)c2c(n1-c1ccccc1)CCC2	0	3	5	-4	-5	0.6	-2	4
Cc1ccc(-c2cn(-c3ccc(SC(F)F)cc3)c3[n+]2CCC3)cc1	-2	47	-27	-11	4	4.0	-5	19
CCC1CCCCN1C/C=C/c1ccccc1[N+](=O)[O-] (centres undefined)	-2	1	13	3	0	-0.5	6	-6
COc1ccc(N2CC(C(=O)Nc3nnc(SCC(=O)NC4CCCC4)s3)CC2=O)cc1 (centres undefined)	-1	1	-25	16	13	-0.5	9	22
O=C(Nc1scc(-c2ccccc2)c1C(=O)O)c1ccco1	-4	-2	3	20	-3	1.2	11	7
O=C(Cc1ccc(Cl)cc1)c1ccc(O)cc1	8	-47	-70	29	34	7.6	9	-25
Cc1nc(-c2ccncc2)nc(NCCNc2ccc(C(F)(F)F)cn2)c1Cl	1	-7	-13	-1	4	0.1	16	7
COc1ccccc1NS(=O)(=O)c1cc(C(=O)N2CC(C)CC(C)C2)ccc1C (centres undefined)	-1	4	-29	-107	-79	-0.8	-42	2
COc1ccc(C=NNC(=O)c2ccccc2NS(=O)(=O)c2cccs2)cc1O	2	16	3	-2	-15	3.5	11	-8
Cc1cccc(/C=C(\C#N)C(=O)Nc2ccccn2)c1	-4	18	11	43	40	3.7	26	-6
COc1ccc(OCC(=O)NNC(=S)NC(=O)c2ccc(Br)o2)cc1	-3	22	2	-13	14	-0.1	3	-8
COc1cc(C(=O)Nc2cccc3c2CCCC3)cc(OC)c1OC	-3	26	2	32	23	2.6	-2	0
CCNc1nc(NCC)nc(N/N=C/c2ccc([N+](=O)[O-])o2)n1	1	-8	17	18	26	0.3	24	-6
CCn1c(=O)c2c(n3cnnc13)-c1ccccc1CC21CCCCC1	2	-13	-20	11	-9	-1.8	-26	9
Nc1ccn(CC(=O)NCCNc2ccc([N+](=O)[O-])cn2)c(=O)n1	0	-5	-13	5	0	1.9	-3	-12
Cc1nc2c(O)cccc2cc1CO	-4	9	5	7	15	-0.4	-15	-26
Cc1ccc(NC(=O)c2ccc3ncsc3c2)cc1S(=O)(=O)N(C)C	-2	-98	-104	25	4	-0.1	13	-92
Cc1cc(C)c(NC(=O)c2cc(=O)c3ccccc3o2)c(C)c1	0	16	-4	28	39	-1.3	-5	-10
c1ccc2c(c1)OCC(c1csc3ncnc(N4CCOCC4)c13)O2 (centres undefined)	1	19	-18	12	23	-2.2	1	-6

Next part (two carried over from the part before).
SMILES	UPR XBP1 act	Mdm2 MdmX PPI	697 NFkB inh	tim23-1 inh	tim10-1 inh	CHOP UPR activ	TIM10 inh	Jurkat NFkB inh
Cc1cc(C)c(NC(=O)c2cc(=O)c3ccccc3o2)c(C)c1	0	16	-4	28	39	-1.3	-5	-10
c1ccc2c(c1)OCC(c1csc3ncnc(N4CCOCC4)c13)O2 (centres undefined)	1	19	-18	12	23	-2.2	1	-6
O=C(COc1ccc(Cl)cc1)Nc1cccc(-c2ccc(N3CCOCC3)nn2)c1	-4	-71	-98	-5	-12	2.1	-1	-125
Cc1ccsc1/C=N/NC(=O)c1ccc2nc[nH]c2c1	0	-23	-8	7	0	4.7	9	-19
O=C(COc1ccccc1Cl)NCCCNC(=O)c1ccccn1	3	8	7	3	5	-1.2	2	5
O=C(Nc1ccc(F)cc1F)C1CCN(c2ncnc3c2sc2cccc(F)c23)CC1	-2	25	-23	6	-4	-2.1	3	-2
CN1C(=O)C2(c3ccccc31)C1CCCC=C1C(C#N)=C(N)C2(C#N)C#N (centres undefined)	-3	3	3	11	20	-0.4	28	9
COc1ccc(-c2nc3ccncc3[nH]2)cc1OC	1	9	14	9	-1	0.3	-8	-3
CCCOc1ccc(C(=O)Nc2nc(C)c(Cc3ccc4c(c3)OCO4)s2)cc1	4	48	-41	-7	5	3.7	-6	23
CCOC(=O)N1CCN(C(=O)C2CCN(CC3CCCCC3)CC2)CC1	-1	16	16	7	5	-0.7	9	16
COc1ccc(C(C)(C)C)cc1NC(=O)c1ccc2c(c1)SC1=NS(=O)(=O)CCN12	-1	16	3	8	9	-0.2	18	14
Cc1ccc(OCCNC(=O)c2cc(-n3cnnc3)ccc2Cl)cc1C	-1	9	6	0	-5	-0.5	4	10
O=C(NCc1ccc2c(c1)OCO2)C1CCC(=O)N1C1CCCCC1 (centres undefined)	1	-32	2	12	-6	-0.1	-1	17
OC(CN1CCN(Cc2ccc3c(c2)OCO3)CC1)c1c[nH]c2ccccc12 (centres undefined)	-1	29	3	14	3	-1.1	1	-3
c1ccc(CSc2nnc(-c3ccncc3)o2)cc1	3	1	-53	2	18	0.8	19	-13
Cc1nc2nc(-c3ccccc3)cc(=O)n2[nH]1	0	2	-4	19	3	0.1	4	-10
COc1ccc(NC(=O)CCOc2ccccc2F)cc1S(=O)(=O)N1CCCCC1	-1	13	-7	10	-6	-0.9	-19	3
COc1ccc(C(=O)Nc2cc(OC)cc3cccnc23)cc1	7	4	-5	30	23	1.3	17	-23
O=C(CCNC(=O)c1ccco1)Nc1ccc(SC(F)F)cc1	4	-17	-3	25	13	1.9	27	-8
CCCN(CCC)CCNC(=O)CCC(=O)Nc1ccc2nc(N3CCN(C)CC3)cc(C)c2c1	-3	-13	12	-7	4	2.4	-15	-8
Cc1cccc(C(=O)NNC(=O)c2ccco2)c1	-2	1	-29	8	7	-1.7	21	-18
CCO[C@H]1OC(C(=O)NC2CC2)=C[C@@H](C)[C@@H]1CCCO	-2	5	16	18	1	0.1	-8	13
Cc1ccc2nc(-c3ccc(NC(=S)NCCC(C)C)cc3)sc2c1	3	-144	-208	-3	16	4.9	6	-113
CCC(C)[C@H](NC(=O)NCc1ccccc1Cl)C(=O)OC (some centres undefined)	-2	6	-1	11	7	-0.2	-14	-8
O=C1CC(N2CCOCC2)C(=O)N1CCN1C(=O)CC(N2CCOCC2)C1=O (centres undefined)	-1	10	-1	-1	11	0.5	-2	5
CC1CCCN(CCOCCSc2ccccc2)C1 (centres undefined)	-3	8	-8	3	-21	0.4	-22	-5
COc1ccc2c(c1)C(=O)N1[C@H]3c4cc(OC)ccc4OC[C@@H]3[C@H](c3ccccc3)[C@]1(C)C(=O)N2	2	29	23	6	25	0.5	-4	30
Cc1ccc2c(O)c(C)c(=O)[nH]c2n1	-2	20	2	-5	4	-2.2	8	9
O=C(OCC(=O)N1CCCC1)c1ccccc1C(=O)c1ccccc1	3	-19	-3	5	-4	3.5	6	3
S=C(NC1CC1)N1CCN(c2ccc(Cl)cc2)CC1	-2	4	4	9	13	0.4	4	-1
CCCCOC(=O)NC(NCC(O)c1ccccc1)(C(F)(F)F)C(F)(F)F (centres undefined)	-1	22	2	11	9	-2.0	10	7
Cc1ccc(C)n1NC(=O)c1ccc(Cl)cc1Cl	-4	4	15	26	17	-2.0	7	-1
Cn1cc(S(=O)(=O)Oc2ccccc2)c(=O)n(C)c1=O	-2	10	10	16	5	0.0	2	0
CCN(CC)c1ccc(CNC23CN4CN(CN(C4)C2)C3)cc1	-1	-1	14	-6	-1	0.1	-3	4
O=C(CN(C(=O)c1csnn1)c1ccc(F)c(Cl)c1)NCc1ccccc1	-5	-5	1	5	14	1.0	16	-15
O=C(CN1CCN(S(=O)(=O)c2ccccc2)CC1)NC(=O)NC1CCCCC1	2	35	6	2	16	0.4	6	-9
N#C/C(=C/c1cccs1)c1ccccn1	-2	-12	-58	0	-24	3.1	-29	-50
CC(C)n1c(=O)[nH]c2cc(C(=O)Nc3ccccc3)ccc21	-3	-4	-21	-13	-23	2.7	-38	-60
CCOc1ccccc1N1CCN(C(=S)Nc2ccc(S(N)(=O)=O)cc2)CC1	-3	-7	-2	2	15	-1.3	0	15
CC1CCCN(c2ncnc3c2cnn3-c2ccc(Cl)cc2)C1 (centres undefined)	-9	96*	-8	24	11	-11	0	60*

4 of these compounds in another layout.
> N#C/C(=C/c1cccs1)c1ccccn1
  UPR XBP1 act: -2; Mdm2 MdmX PPI: -12; 697 NFkB inh: -58; tim23-1 inh: 0; tim10-1 inh: -24; CHOP UPR activ: 3.1; TIM10 inh: -29; Jurkat NFkB inh: -50
> CC(C)n1c(=O)[nH]c2cc(C(=O)Nc3ccccc3)ccc21
  UPR XBP1 act: -3; Mdm2 MdmX PPI: -4; 697 NFkB inh: -21; tim23-1 inh: -13; tim10-1 inh: -23; CHOP UPR activ: 2.7; TIM10 inh: -38; Jurkat NFkB inh: -60
> CCOc1ccccc1N1CCN(C(=S)Nc2ccc(S(N)(=O)=O)cc2)CC1
  UPR XBP1 act: -3; Mdm2 MdmX PPI: -7; 697 NFkB inh: -2; tim23-1 inh: 2; tim10-1 inh: 15; CHOP UPR activ: -1.3; TIM10 inh: 0; Jurkat NFkB inh: 15
> CC1CCCN(c2ncnc3c2cnn3-c2ccc(Cl)cc2)C1 (centres undefined)
  UPR XBP1 act: -9; Mdm2 MdmX PPI: 96*; 697 NFkB inh: -8; tim23-1 inh: 24; tim10-1 inh: 11; CHOP UPR activ: -11; TIM10 inh: 0; Jurkat NFkB inh: 60*
